# Screening results (PubChem BioAssay)
# BLM inh = Bloom syndrome helicase (human) inhibition; Potency, µM (doses to about 56.1 µM), for inactives: at the highest dose activity change, negative = inhibition, most hits filed as inhibitors; recombinant BLM DNA unwinding, fluorescence dequenching; AID 2528; 350,000 compounds, 0.2% hits;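 also: plate controls were vehicle for no effect and no enzyme for full effect; nearly all actives have a fitted effect of over 35% in size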
# POLB inh = blocks human DNA polymerase beta activity. 340,000 compounds, 1.3% hits. P06746. Potency, µM (titrated, usually from 114 µM), for the others: top-dose activity change, negative = inhibition, actives largely listed as inhibitors. Pol beta primer extension/strand displacement, fluorescence kinetic. AID 485314; also: % is scaled to controls: 0 for no effect and ±100 for the full control effect
#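 Pol beta (10 nM) and compounds were preincubated 15 min at room temperature, then 50 nM substrate (final) started primer extension/strand displacement. Reads were taken at 0 and 10 min; concentration-response data were fitted to a four-parameter Hill equation.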
# Anesthetic bind = binds horse apoferritin like a general anesthetic; P02791; apoferritin/1-aminoanthracene competitive binding, fluorescence; Potency, µM (series often up to 77.5 µM), for inactives: at the top dose activity change, negative = displacement, hits mostly inhibitors; 350,000 compounds, 0.074% hits; AID 485281; also: % is scaled to controls: 0 for no effect and ±100 for the full control effect; nearly all actives have a fitted effect of over 20% in size
#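 10 uM apoferritin + 50% sat. 1-AMA, PBS; cpd 10 min RT; Ex380/Em535 endpoint; normalized to free probe vs complex; 4-param Hill fit; propofol titration as pos. ctrl.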
# POLK inh = DNA polymerase kappa (human) inhibition | Q9UBT6 | purified Pol kappa, fluorescent DNA synthesis assay, 10 min | Potency, µM (highest dose often 107 µM), for the others: at the highest dose activity, negative = inhibition, hits mostly inhibitors | 400,000 compounds, 0.53% hits | AID 588579; also: % is scaled to controls: 0 for no effect and ±100 for the full control effect
#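 10 nM Pol kappa was preincubated with compounds for 15 min at room temperature. Reaction started with 50 nM (final) substrate. Fluorescence read kinetically at 0 and 10 min.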
# POLI inh = inhibitors of human DNA polymerase iota | 390,000 compounds, 1% hits | Q9UNA4 | Potency, µM (top dose mostly 115 µM), inactives show at the top dose activity, negative = inhibition, usual class: inhibitors | Pol iota fluorescent replication assay, 10 min
# Target sequence (Q9UNA4 whole entry, looked up): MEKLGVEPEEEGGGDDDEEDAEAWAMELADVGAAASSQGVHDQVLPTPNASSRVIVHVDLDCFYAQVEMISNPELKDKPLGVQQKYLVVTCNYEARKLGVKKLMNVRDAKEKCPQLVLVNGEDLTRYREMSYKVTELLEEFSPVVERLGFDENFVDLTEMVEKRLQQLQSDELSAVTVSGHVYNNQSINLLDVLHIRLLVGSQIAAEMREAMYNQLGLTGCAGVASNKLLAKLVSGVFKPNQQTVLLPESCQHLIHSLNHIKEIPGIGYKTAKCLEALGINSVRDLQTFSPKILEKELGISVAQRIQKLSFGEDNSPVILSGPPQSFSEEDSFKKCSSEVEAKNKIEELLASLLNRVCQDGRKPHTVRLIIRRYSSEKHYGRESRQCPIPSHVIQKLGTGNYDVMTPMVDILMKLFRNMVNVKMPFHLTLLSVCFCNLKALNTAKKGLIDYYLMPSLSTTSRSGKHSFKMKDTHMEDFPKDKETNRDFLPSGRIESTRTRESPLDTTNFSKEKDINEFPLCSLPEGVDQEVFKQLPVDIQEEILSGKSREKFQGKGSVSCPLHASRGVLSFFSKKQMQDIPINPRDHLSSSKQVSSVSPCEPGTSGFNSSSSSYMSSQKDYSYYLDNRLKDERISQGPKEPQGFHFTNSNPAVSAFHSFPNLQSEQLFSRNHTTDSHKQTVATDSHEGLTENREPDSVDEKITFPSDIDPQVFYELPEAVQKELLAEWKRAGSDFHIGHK
#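 Fluorescent replication assay read twice, at 0 min and 10 min after adding 50 nM (final) substrate. Enzyme (10 nM) and compounds were first incubated 15 min at room temperature; enzyme-free buffer wells were negative controls.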
# APEX1 inh = inhibitors of human APE1 endonuclease | P27695 | recombinant APE1, TAMRA/BHQ-2 abasic DNA cleavage fluorescence | Potency, µM (doses to about 65.8 µM), for the others: at the top dose activity change, negative = inhibition, actives largely listed as inhibitors | 350,000 compounds, 0.35% hits | AID 2517;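 also: plate controls were vehicle for no effect and reference inhibitor for full effect; nearly all actives have a fitted effect of over 55% in size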
#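 Kinetic fluorescence read (525 ex/598 em nm, three reads 60 s apart) of AP-site incision; signal = third minus first read. Enzyme 0.75 nM, dual-labelled THF duplex 50 nM, compound preincubation 15 min RT.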
# G9a inh = G9a (human) methyltransferase inhibition; G9a H3K9 monomethylation, AlphaScreen, 2 h; Potency, µM (top dose mostly 102 µM), without a hit: at the top dose activity, negative = inhibition, hits mostly inhibitors; 350,000 compounds, 8.8% hits; also: % is scaled to controls: 0 for no effect and ±100 for the full control effect; nearly all actives have a fitted effect of over 75% in size
# Target sequence (Q96KQ7 913-1193 limits assumed): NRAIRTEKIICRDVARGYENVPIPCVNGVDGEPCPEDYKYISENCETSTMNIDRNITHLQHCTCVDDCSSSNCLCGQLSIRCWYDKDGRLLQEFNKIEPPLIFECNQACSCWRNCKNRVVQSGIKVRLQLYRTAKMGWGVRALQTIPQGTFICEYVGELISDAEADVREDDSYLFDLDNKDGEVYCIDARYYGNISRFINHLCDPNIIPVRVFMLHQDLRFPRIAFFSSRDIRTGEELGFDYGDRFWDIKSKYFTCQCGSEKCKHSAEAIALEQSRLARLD
#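 G9a (20 nM) preincubated 15 min RT with compounds, then 500 nM biotinylated H3K9 peptide and 20 uM SAM added; 2 h RT reaction. Monomethyl-H3K9 product detected by AlphaScreen with anti-H3K9me1 antibody, streptavidin donor and anti-rabbit IgG acceptor beads.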
# BAZ2B inh = blocks human BAZ2B. Q9UIF8. AlphaScreen BAZ2B-H3K14Ac peptide displacement. Potency, µM (top dose mostly 114 µM), for the others: at the highest dose activity change, negative = inhibition, actives largely listed as inhibitors. 360,000 compounds, 4.4% hits; also: % is scaled to controls: 0 for no effect and ±100 for the full control effect; nearly all actives have a fitted effect of over 60% in size
#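 AlphaScreen displacement: compounds (up to 110uM) incubated 30 min at room temperature with a preformed 50 nM BAZ2B/50 nM biotinylated H3K14Ac peptide complex in PBS pH 7.4 with Tween-20. Donor and acceptor beads at 10 ug/mL final added, 20 min light-protected before reading.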
# Pol eta inh = blocks human DNA polymerase eta activity. 390,000 compounds, 1.2% hits. Q9Y253. recombinant Pol eta, fluorescent DNA replication assay. Potency, µM (doses to about 114 µM), for the others: at the top dose activity change, negative = inhibition, usual class: inhibitors; also: % is scaled to controls: 0 for no effect and ±100 for the full control effect
#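 Pol eta (10 nM) was preincubated with compounds for 15 min at room temperature, after which fluorescent replication substrate (50 nM final) was added to start the reaction. Fluorescence was read kinetically at 0 and 10 min.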
# * = called active by the depositor; ? = inconclusive; . = no result given; & = joins results of further samples; [ ] = remark or other dose. Calls follow the shape of the dose curve; as a rule, active = well fitted curve in the direction sought with a large enough effect; inconclusive = small, poorly fitted or top-dose-only effect, or another doubt; inactive = no such curve, though single readings can be large; an effect the other way counts as inactive or inconclusive. Potency is read from the fitted curve at half-maximal effect.
SMILES,BLM inh,POLB inh,Anesthetic bind,POLK inh,POLI inh,APEX1 inh,G9a inh,BAZ2B inh,Pol eta inh
CCC(=O)N1c2ccccc2NC2=C(C(=O)CCC2)C1c1cccnc1 (stereo unspecified),-1%,15%,-9%,-4%,4%,-3%,28%,-2%,6%
c1c(C2CCCCC2)n[nH]c1CN1CCCCC1,-2%,1%,6%,-14%,20%,2%,5%[12.7 µM],0%,-15%
O=C(Nc1c(F)cc(F)cc1Br)C1CCCO1 (stereo unspecified),0%,0%,1%,-1%,28%,2%,-10%[59 µM],-3%,0%
O=S(=O)(NCCc1ccccc1)c1ccccc1,-1%,-4%,?,-8%,8%,0%,-5%[59 µM],5%,5%
O=C(CN(c1cccc([N+](=O)[O-])c1)S(=O)(=O)c1ccccc1)N1CCCCC1,-5%,19%,1%,-6%,92%[activator],12%,6%,-1%,-21%
C/C(=N/NC(=O)CNC(=O)C1COc2ccccc2O1)c1cccc(O)c1 (stereo unspecified),-12%,0%,?,-5%,8%,12%,26%,1%,3%
Cc1ccc(NS(=O)(=O)c2ccc3c4c(cccc24)C(=O)N3)c(C)c1,-3%,-1%,-16%,-2%,2%,.,-8%[59 µM],-30%,3%
CCNc1ncc2nc(-c3ccc(Cl)cc3)c(=O)n(Cc3ccc(F)cc3)c2n1,1%,.,.,-7%[60.1 µM],.,2%,12%[0.501 µM],.,.
Cc1cc(SCC(=O)c2cc(C)n(C)c2C)nc2ccccc12,-17%,27%,-3%,-16%,21%,5%,?,?,-8%
Cc1cccc(CCNS(=O)(=O)c2cc3c(cc2C)NC(=O)CO3)c1,-3%,2%,-22%,6%,19%,-3%,.,1%,-12%
OCCC1CN(Cc2ccccc2-c2ccco2)CCN1Cc1ccsc1 (stereo unspecified),-1%,-10%,-10%,1%,-4%,-6%,-28%,-35%,-3%
Fc1ccc(N2CCN(Cc3cccn3-c3nnc(N4CCN(C5CCCCC5)CC4)s3)CC2)cc1,1%,22%,?,2%,6%,.,?,-31%[57.1 µM],-8%
COC(=O)Nc1sc2nc(C)cc(C)c2c1-n1cccc1,0%,-1%,-8%,-3%,5%,-1%,-19%[59 µM],-32%,-17%
O=C(NCCc1c[nH]c2ccccc12)c1ccc(-n2cnnn2)cc1,-1%,4%,-11%,-14%,11%,0%,-7%[59 µM],-8%,-8%
Cc1c(Br)c([N+](=O)[O-])nn1CCCC(=O)Nc1sc2c(c1C#N)CCC2,-14%,?,-18%,-16%,65%[activator],-1%,?,?,-9%

# 3 entries from above, with values under each structure.
# Every second line gives: BLM inh	POLB inh	Anesthetic bind	POLK inh	POLI inh	APEX1 inh	G9a inh	BAZ2B inh	Pol eta inh
OCCC1CN(Cc2ccccc2-c2ccco2)CCN1Cc1ccsc1 (stereo unspecified)
    -1%	-10%	-10%	1%	-4%	-6%	-28%	-35%	-3%
Fc1ccc(N2CCN(Cc3cccn3-c3nnc(N4CCN(C5CCCCC5)CC4)s3)CC2)cc1
    1%	22%	?	2%	6%	.	?	-31%[57.1 µM]	-8%
Cc1cccc(CCNS(=O)(=O)c2cc3c(cc2C)NC(=O)CO3)c1
    -3%	2%	-22%	6%	19%	-3%	.	1%	-12%

# Going on with the list:
SMILES,BLM inh,POLB inh,Anesthetic bind,POLK inh,POLI inh,APEX1 inh,G9a inh,BAZ2B inh,Pol eta inh
COC(=O)C1=C(C)N=C2SC(C)C(=O)N2C1c1cccs1 (stereo unspecified),-4%,-9%,-22%,-6%,?,1%,-40%,-1%,-22%
Cc1ccc(CN2CCN(/N=C/c3ccco3)CC2)c(C)c1,-2%,?,-15%,1%,?,3%,?,50µM*,-9%
COc1cc2sc(C)nc2c2ccccc12,2%,0%,-12%,-20%,-9%,-3%,67%[activator],7%,-3%
Cc1ccc(Cl)cc1N1CCN(C(=O)CNC(=O)c2ccc(Br)o2)CC1,.,.,.,-5%,-13%,8%,-14%[2.33 µM],-6%,-17%
C/C(=N\Nc1ccc2nncn2n1)c1ccco1,-2%,15%,-2%,-15%,119%[activator],12%,.,2%,3%
CCOC(=O)Nc1ccc2c(c1)N(C(=O)CCN1CCOCC1)c1ccccc1S2=O (stereo unspecified),0%,32%,-10%,-2%,5%,6%,?,4%,-11%
Nc1nc(NC(=O)c2ccco2)nn1-c1ccccc1,-6%,5%,-13%,-8%,?,-7%,32%[59 µM],-2%,6%
COc1cc(Cn2nnc3ccccc32)ccc1O,1%,-4%,-12%,0%,17%,11%,.,8%,-3%
Nc1nc(SCC(=O)Nc2c(Br)cc([N+](=O)[O-])cc2Br)n[nH]1,-1%,0%,-16%,0%,-3%,0%,0%[59 µM],1%,2%
CCCCOC(=O)Oc1ccc2c(=O)c(Oc3cc(C)cc(C)c3)coc2c1,3%,2%,-6%,-4%,1%,0%,18%[59 µM],2%,-14%
COc1cc(C2NC(=O)C(C#N)=C(S)N2c2ccc(C)cc2)ccc1OC(C)C (stereo unspecified),-10%,-16%,-23%,-11%,?,-3%,?,-35%,-14%
Cc1ccc(CSCC(=O)NCc2ccc(F)cc2)cc1,-5%&-1%,31%&16%,-12%&6%,-21%,138%&12%[activator],13%,39%&17%[59 µM],4%&0%,-18%&-13%
COc1ccc(/C=N/Nc2nnc(Cc3ccc(OC)c(OC)c3)c(=O)[nH]2)cc1OC,-8%,-9%,-20%,1%,-9%,4%,3%[59 µM],?,?
CCN(CC)CC#CCC(O)(c1ccccc1)c1ccccc1,-2%,14%,-9%,-6%,57%[activator],19%,-7%[12.7 µM],-18%,-7%
CNC(=O)CSc1nnc(NC(=O)C2CC(=O)N(c3ccccc3OC)C2)s1 (stereo unspecified),-11%,1%,-9%,-1%,?,0%,10µM*,-7%,?
NC(=O)Cc1cn(-c2ncc(C(F)(F)F)cc2Cl)c2ccccc12,0%,4%,-23%,-6%,22%,0%,16%[12.7 µM],5%,-25%
Cc1ccc(NC(=O)Nc2cccs2)nc1,-4%,1%,-17%,1%,3%,-4%,-48%[59 µM],-4%,1%
CN(C1CCCCC1)S(=O)(=O)c1ccc(NC(=O)c2ccc(Br)o2)cc1,-23%,13%,-20%,-13%,3%,?,-9%[59 µM],17%,-22%
COCCN=c1scc(-c2cccs2)n1/N=C(\C)c1ccco1,-7%,23%,-16%,-17%,-8%,-7%,32µM*,10µM*,1%
N#Cc1c(N)nc(Sc2ccc(Cl)cc2)c(C#N)c1-c1ccccc1Cl,-9%,34%,-13%,-3%,-24%[58.9 µM],?,.,1%,-15%
CCCCCOC(=O)CSc1nnc(-c2ccccc2)c(=O)[nH]1,-2%,9%,-12%,-9%,-9%,1%,28%[12.7 µM],2%,-12%
O=C(NCCc1ccccn1)c1cc(-c2ccc(Cl)c(Cl)c2Cl)nc2ccccc12,-3%,26%,-14%,-11%,21%,20%,13%[59 µM],-5%,-19%
CC(C)OC(=O)c1ccc(NC(=O)c2cncc(Br)c2)cc1,-14%,4%,-17%,2%,71%[activator],-6%,11%[59 µM],2%,-20%
CN1CCN(c2ccc(NC(=O)c3cc(Cl)c4c(c3)OCCO4)cc2)CC1,.,.,.,-11%,-6%,1%,50µM*,-33%,-15%
Cc1cc(Cl)ccc1OCC(=O)N(Cc1cccs1)C1CCS(=O)(=O)C1 (stereo unspecified),-5%,28%,-13%,-4%,20%,22%,-6%,-2%,-6%
O=C1CCC(/C=C/c2ccccc2)=NN1,1%,22%,-5%,0%,22%,-8%,1%,4%,-15%
O=C(N/N=C/c1ccccn1)c1ccc([N+](=O)[O-])cc1Cl,3%,-5%,-7%,-22%,1%,3%,-6%[0.501 µM],-7%,-7%
Cc1ccc(NC(=O)CNC(=O)CC23CC4CC(CC(C4)C2)C3)c(O)c1,.,.,.,-6%,35%[activator],29%,-45%,-17%,-15%
COc1ccc(CCNC(=O)c2cc3c(=O)n4cccc(C)c4nc3n(Cc3ccncc3)c2=N)cc1,-8%,?,4%,.,.,-2%,-11%[12.7 µM],-9%,.
CCOc1ccc(N(CC(=O)Nc2cccnc2)S(=O)(=O)c2ccc(C)cc2)cc1,.,.,.,-9%,21%,6%,?,-29%,-13%
CCn1c(C)nnc1SCC(=O)NC1CCCCCC1,0%,9%,-19%,-18%,36%[activator],-13%,.,-1%,1%
Fc1ccc(N2CCN(c3nc4ccccc4c4nc(-c5ccccc5)nn34)CC2)cc1,2%,9%,-12%,-1%,4%,.,8%[59 µM],2%,-11%
CCN(CC(=O)c1c(N)n(C)c(=O)n(C)c1=O)c1cccc2ccccc12,-29%,5%,-19%,-26%,58%[activator],1%,?,-34%,-17%
S=C(NCc1ccc(Cl)cc1)Nc1ccncc1,-5%,-2%,-10%,0%,26%,14%,10%,-16%,-15%
COC(=O)C1CCN(C(=O)CSc2nnc(-c3ccccc3)o2)CC1,.,.,.,2%,22%,19%,11%[2.33 µM],10%,-4%
O=C(CSc1nccn1-c1ccc(Cl)cc1)N1CCCc2ccccc21,-4%,0%,?,-7%,-2%,1%,50µM*,35µM*,?
COc1cccc(CN(C)CC(=O)Nc2cc(S(=O)(=O)N3CCCC3)ccc2Cl)c1OC,.,.,.,-9%,26%,12%,-21%,9%,-24%
CN(C)CCn1c(SCc2ccccc2C#N)nc2c(sc3ccccc32)c1=O,11%,1%,3%,2%,19%,-6%,?,-19%,-9%
Cc1ccc(S(=O)(=O)N(C)c2ccc(OCC(=O)Nc3nnc(C4CC4)s3)cc2)cc1,-4%,1%,-3%,12%,15%,-5%,?,.,0%
CCOc1cc(S(=O)(=O)NCc2cccs2)ccc1Cl,-4%,1%,-19%,-11%,11%,1%,8%[12.7 µM],3%,-23%
CC(C)c1cc(C(=O)N/N=C/c2ccoc2)cs1,-3%,?,-9%,-6%,-16%,-3%,.,?,-23%
Cc1ccc(CNS(=O)(=O)c2c(C(=O)N3CCC(C)CC3)c(C)n(C)c2C)cc1,1%,9%,2%,-6%[60.1 µM],27%,.,2%[59 µM],-28%,-2%
O=[N+]([O-])c1cccc(-c2nnc(-c3ccccc3F)o2)c1,1%,21%,-10%,-2%,32%[activator],-4%,-5%,-9%,-12%
c1ccc(CCn2nnnc2CN2CCCc3ccccc32)cc1,2%,15%,?,-10%,-2%,-2%,?,-35%,-4%

# Some of the compounds tested; the hit share may differ from the screen's.
